Screening data from PubChem.
Growth percent in the NCI-60 one-dose screen (48 h, 10 µM unless noted): 100 = growth as untreated, 0 = no growth, -100 = all killed.
NCI-H226 = NCI-H226 lung cancer; hit rate 3.5% among 79,000
NCI/ADR-RES = NCI/ADR-RES ovarian cells; hit rate 4.4% among 81,000; AID 1794790
NCI-H322M = NCI-H322M lung cancer; hit rate 2.7% among 80,000
NCI-H522 = NCI-H522 lung cancer. AID 1794739. hit rate 8% among 78,000
OVCAR-4 = OVCAR-4 ovarian cancer cells; hit rate 3.7% among 80,000; AID 1794784
NCI-H23 = NCI-H23 lung cancer; hit rate 4% among 80,000; AID 1794731
NCI-H460 = NCI-H460 lung cancer. hit rate 6.8% among 82,000
IGROV1 = IGROV1 ovarian cancer; AID 1794786; hit rate 4.7% among 79,000
SK-OV-3 = SK-OV-3 ovarian cancer cells | hit rate 3.2% among 80,000 | AID 1794785
Starred values were filed as active, the others as inactive; . = no result given; [ ] = remark or other dose. Rule for the calls: active = growth percent below 10; inactive = the rest.

No. | compound | NCI-H226 | NCI/ADR-RES | NCI-H322M | NCI-H522 | OVCAR-4
1 | Cc1cc(C)n(-c2nc(-c3ccccc3)c(C#N)c(=O)n2C)n1 | 99 | 102 | 117 | 97 | 90
2 | O=C(OCCn1c(=S)sc2ccccc21)c1ccccc1 | 104 | 108 | 119 | 98 | 106
3 | CCN(CC)CC(C)O (stereo unspecified) | 104 | 98 | 114 | 98 | 103
4 | CN1C2=NCCN2C(=O)c2cc(Cl)ccc21 | 92 | 107 | 97 | 105 | 100
5 | CCCCCCCCCCCCCCCCC(C(=O)OCC)C(=O)OCC | 99 | 92 | 100 | 100 | 104
6 | O=C1CC(c2ccccc2)N2C(=S)N(c3ccccc3)C(=O)C12 (stereo unspecified) | 100 | 105 | 104 | 99 | 96
7 | COC(=O)CC1CSC(=S)N1c1ccc(F)c(F)c1 (stereo unspecified) | 99 | 95 | 97 | 97 | 99
8 | c1cc2c3c(cccc3c1)NC1(CCCC1)N2 | 102 | 98 | 111 | 92 | 101
9 | O=C(O)COc1ccc(OCC(=O)O)cc1 | -60* | 83 | 39 | -3.9* | 21
10 | CCCCNC(=O)c1ccc(C(C)C)cc1 | 101 | 137 | 113 | 76 | 101
11 | CCCCCCCCCCCCN1C(C)=CS/C1=C\C=C\c1scc(C)[n+]1CCCCCCCCCCCC | 41 | 68 | 97 | 3.5* | 34
12 | COc1cc(C2CC(=O)Nc3c2c(C)nn3-c2nc3ccccc3[nH]2)cc(OC)c1OC (stereo unspecified) | 99 | 99 | 103 | 94 | 107

No. | NCI-H23 | NCI-H460 | IGROV1 | SK-OV-3
1 | 95 | 108 | 107 | 108
2 | 103 | 103 | 117 | 103
3 | 101 | 105 | 94 | 106
4 | 94 | 105 | 91 | 91
5 | 100 | 98 | 110 | 111
6 | 99 | 109 | 103 | 110
7 | 99 | 103 | 99 | 102
8 | 92 | 109 | 91 | 100
9 | -0.8* | -18* | 27 | 11
10 | 104 | 107 | 119 | 81
11 | 11 | . | 43 | 50
12 | 100 | 100 | 85 | 111

(next part)
No. | compound | NCI-H226 | NCI/ADR-RES | NCI-H322M | NCI-H522 | OVCAR-4
13 | CC(C)(C)c1cc(Br)c(O)c(Br)c1 | 109 | 102 | 110 | 92 | 100
14 | COc1ccc(-c2cc(-c3ccc4c(c3)Sc3ccccc3N4C)c(C#N)c(N)n2)cc1OC | 84 | 64 | 97 | 70 | 87
15 | CCCCCCCCCN1CCCCC1 | 101 | 103 | 103 | 80 | 106
16 | O=C1Nc2ccc([N+](=O)[O-])cc2C1=Nc1ccc(F)c(Cl)c1 | 98 | 101 | 100 | 107 | 105
17 | CC1COc2c(N3CCN(C)CC3)c(F)cc3c(=O)c(C(=O)N/N=C/c4c[nH]c5ccccc45)cn1c23 (stereo unspecified) | 94 | 98 | 93 | 91 | 97
18 | COc1ccc(-c2cs/c(=N\N=C\c3cccc(F)c3)n2-c2ccccc2)cc1 | 67 | 80 | 100 | 68 | 90
19 | CCCCCOC(=O)Nc1nc(=O)n([C@@H]2O[C@H](C)[C@@H](OC(=O)CCC(=O)O[C@H]3CC[C@@]4(C)C(=CC[C@H]5[C@@H]6CC[C@H]([C@H](C)CCCC(C)C)[C@@]6(C)CC[C@@H]54)C3)[C@H]2O)cc1F | . | 95 | 80 | 87 | 105
20 | NC(=O)c1cccc(Br)c1 | 102 | 106 | 97 | 90 | 103
21 | COc1ccc(C2=C/C(=C/c3ccc(Cl)cc3)C(=O)N2Cc2ccccc2)cc1 | 88 | 108 | 101 | 78 | 106
22 | CC(C)(CO)CN1CCOCC1 | 100 | 111 | 105 | 94 | 107
23 | COc1cc(-n2nc(C(=O)NCCCCCC(=O)NO)nc2-c2ccccc2)cc(OC)c1OC | 102 | 105 | 106 | 91 | 107
24 | COc1ccc(/C=C/c2nc3ccc(NC(C)=O)cc3s2)cc1 | 91 | 99 | 86 | 77 | 107

No. | NCI-H23 | NCI-H460 | IGROV1 | SK-OV-3
13 | 102 | 121 | 118 | 115
14 | 94 | 93 | 105 | 97
15 | 99 | 104 | 120 | 93
16 | 105 | 105 | 90 | 96
17 | 106 | 113 | 91 | 101
18 | 89 | 48 | 73 | 78
19 | 94 | 97 | 93 | 95
20 | 65 | 101 | 107 | 112
21 | 104 | 103 | 100 | 88
22 | 109 | 111 | 109 | 113
23 | 97 | 111 | 111 | 98
24 | 105 | 94 | 112 | 105

(further entries)
No. | compound | NCI-H226 | NCI/ADR-RES | NCI-H322M | NCI-H522 | OVCAR-4
25 | CCCC(=O)OCc1ccccc1 | 102 | 98 | 93 | 94 | 109
26 | COc1ccc(/C=C/C(=O)c2ccc(NC(=O)c3ccccc3OC(C)=O)cc2)cc1 | 106 | 107 | 122 | 105 | 109
27 | CC(C)COC(=O)COc1ccccc1 | 94 | 102 | 115 | 99 | 119
28 | O=C1NOCC1N=Cc1cc(Cl)ccc1O (stereo unspecified) | 108 | 104 | 129 | . | 118
29 | Cn1c(O)c(N=Nc2ccc(S(N)(=O)=O)cc2)c2ccccc21 | 103 | 103 | 105 | 95 | 111
30 | O=c1c2cc(F)ccc2sc2c(NCc3ccccc3)nc3ccc(F)cc3c12 | 94 | 100 | 96 | 78 | 78
31 | COc1cc2c(cc1OC)C1c3ccccc3NC(=O)N1CC2 (stereo unspecified) | 103 | 98 | 97 | 82 | 105
32 | N#Cc1ccc(S(=O)(=O)Nc2ccc(-c3cnc(N)[nH]3)cc2)cc1 | 96 | 102 | 97 | 94 | 104
33 | COc1cc2cc3c(nc2cc1OC)CCN3Cc1ccc(NC(=O)Nc2cc(Cl)cc(Cl)c2)cc1 | 81 | 85 | 76 | 81 | 81
34 | O=C(COc1cccc(/C=C2\COc3ccc(Cl)cc3C2=O)c1)c1ccc(Cl)cc1 | 88 | 84 | 98 | 87 | 90
35 | COc1ccccc1CNC(=O)CCn1c(=O)[nH]c2ccccc2c1=O | 77 | . | 105 | 95 | 89
36 | NS(=O)(=O)c1ccc(NC(=O)N=Nc2c(O)n(Cc3ccc(F)cc3)c3ccccc23)cc1 | 82 | 82 | 111 | 87 | 83

No. | NCI-H23 | NCI-H460 | IGROV1 | SK-OV-3
25 | 99 | 104 | 93 | 110
26 | . | 112 | 118 | 109
27 | 105 | 107 | 107 | 106
28 | 92 | 83 | 114 | 113
29 | 98 | 101 | 103 | 115
30 | 92 | 101 | 72 | 93
31 | 99 | 110 | 107 | 105
32 | 99 | 103 | 108 | 106
33 | 98 | 98 | 93 | 81
34 | 86 | 102 | 38 | 99
35 | 98 | 98 | 71 | 100
36 | 94 | 92 | . | 94

New compounds follow
No. | compound | NCI-H226 | NCI/ADR-RES | NCI-H322M | NCI-H522 | OVCAR-4
37 | CCOC(=O)c1nn(C2CCCCO2)c2ccc(NC(=O)CSc3nc(C)cc(C)n3)cc12 (stereo unspecified) | 93 | 95 | 85 | 99 | 100
38 | CN(CCCNC(=O)CCOCCOCCOCCNC(=O)Cc1ccc2ccc3cccc4ccc1c2c34)CCCNc1cc(-c2ccc3ccccc3c2)nc2ccccc12 | -47* | 8.5* | -88* | -59* | -91*
39 | NNC(=O)CCCCl | 99 | 106 | 107 | 104 | 106
40 | N#CC(c1ccccc1)C(Cc1ccccc1)c1ccccc1 (stereo unspecified) | 104 | 99 | 106 | 95 | 105
41 | O=S(Nc1ccccc1)c1ccc(-c2ccccc2)cc1 (stereo unspecified) | 92 | 101 | 100 | 78 | 97
42 | c1ccc(-c2n[nH]c3c2[C@H](c2ccccc2)N(c2ccccc2)OC3)cc1 | 86 | 93 | 87 | 76 | 80
43 | COc1cc2cc(Oc3ccc(NC(=O)c4cccc(C(F)(F)F)c4)cc3)c(C)nc2cc1OC | 48 | 26 | . | 29 | 43
44 | Nc1cc(-c2c[nH]c3ccccc23)nc2cc(-c3c[nH]c4ccccc34)nn12 | 67 | 59 | 81 | 43 | 65
45 | CC(=O)Oc1ccc(OCCCN(C)c2ccccc2)cc1 | 70 | 23 | 88 | 59 | 77
46 | CC1(C)C2CCC(CCOC(=O)COc3cc(Cl)c(Cl)cc3Cl)C1C2 (stereo unspecified) | 123 | 105 | 116 | 112 | 126
47 | Cc1ccc(-c2nn(-c3ccccc3)cc2/C=C/C(=O)NNC(=O)Nc2ccc(F)cc2)cc1 | 103 | 107 | 101 | 97 | 102
48 | CCC(C(=N)N)(c1ccccc1)N(C)C (stereo unspecified) | 91 | 97 | 98 | 95 | 107

No. | NCI-H23 | NCI-H460 | IGROV1 | SK-OV-3
37 | 101 | 101 | 85 | .
38 | -83* | -83* | -44* | -97*
39 | 98 | 111 | 106 | 123
40 | 101 | 110 | 76 | 106
41 | 107 | 80 | 103 | 101
42 | 98 | 93 | 85 | 99
43 | 27 | 28 | 36 | 23
44 | . | 4.9* | 57 | 139
45 | 51 | 44 | 60 | 59
46 | 109 | 115 | 100 | 110
47 | 108 | 106 | 101 | 102
48 | 93 | 104 | 104 | 107

(cont.)
No. | compound | NCI-H226 | NCI/ADR-RES | NCI-H322M | NCI-H522 | OVCAR-4
49 | CCN(CC)S(=O)(=O)c1cccc(-c2ccc3c(NC(=O)C4CC4)n[nH]c3c2)c1 | 26[6.25 µM] | 80[6.25 µM] | 56[6.25 µM] | -17*[6.25 µM] | 19[6.25 µM]
50 | O=c1[nH]nc(-c2ccc(Br)cc2)c2sc3ncc(-c4ccc(Br)cc4)n3c12 | 95 | 96 | 85 | 89 | 94
51 | C[C@H]1[C@H](C)CC[C@]2(C(=O)NCCNCCN)CC[C@]3(C)C(=CC[C@@H]4[C@@]5(C)CCC(=O)C(C)(C)[C@@H]5CC[C@]43C)[C@H]12 | 99 | 88 | 85 | 54 | 77
52 | CCNCCNc1cc(C2CCCCC2)c(C#N)c2nc3ccccc3n12 | 15 | 35 | -3.1* | -9.5* | 28
53 | CCCCNC(=O)Cn1nc(C)c2c1CC(C)(C)CC2=O | 92 | 92 | 103 | 100 | 98

No. | NCI-H23 | NCI-H460 | IGROV1 | SK-OV-3
49 | 28[6.25 µM] | 12[6.25 µM] | 35[6.25 µM] | 29[6.25 µM]
50 | 76 | 103 | 73 | 93
51 | 94 | -80* | 53 | 87
52 | 45 | -23* | 7.3* | 28
53 | 84 | 105 | 107 | 102

Two records picked at random from those above:
No. | compound | NCI-H226 | NCI/ADR-RES | NCI-H322M | NCI-H522 | OVCAR-4
53 | CCCCNC(=O)Cn1nc(C)c2c1CC(C)(C)CC2=O | 92 | 92 | 103 | 100 | 98
50 | O=c1[nH]nc(-c2ccc(Br)cc2)c2sc3ncc(-c4ccc(Br)cc4)n3c12 | 95 | 96 | 85 | 89 | 94

No. | NCI-H23 | NCI-H460 | IGROV1 | SK-OV-3
53 | 84 | 105 | 107 | 102
50 | 76 | 103 | 73 | 93

Among those listed so far, these contain an aryl methoxy group.
No. | compound | NCI-H226 | NCI/ADR-RES | NCI-H322M | NCI-H522 | OVCAR-4
12 | COc1cc(C2CC(=O)Nc3c2c(C)nn3-c2nc3ccccc3[nH]2)cc(OC)c1OC (stereo unspecified) | 99 | 99 | 103 | 94 | 107
14 | COc1ccc(-c2cc(-c3ccc4c(c3)Sc3ccccc3N4C)c(C#N)c(N)n2)cc1OC | 84 | 64 | 97 | 70 | 87
18 | COc1ccc(-c2cs/c(=N\N=C\c3cccc(F)c3)n2-c2ccccc2)cc1 | 67 | 80 | 100 | 68 | 90
21 | COc1ccc(C2=C/C(=C/c3ccc(Cl)cc3)C(=O)N2Cc2ccccc2)cc1 | 88 | 108 | 101 | 78 | 106
23 | COc1cc(-n2nc(C(=O)NCCCCCC(=O)NO)nc2-c2ccccc2)cc(OC)c1OC | 102 | 105 | 106 | 91 | 107
24 | COc1ccc(/C=C/c2nc3ccc(NC(C)=O)cc3s2)cc1 | 91 | 99 | 86 | 77 | 107
26 | COc1ccc(/C=C/C(=O)c2ccc(NC(=O)c3ccccc3OC(C)=O)cc2)cc1 | 106 | 107 | 122 | 105 | 109
31 | COc1cc2c(cc1OC)C1c3ccccc3NC(=O)N1CC2 (stereo unspecified) | 103 | 98 | 97 | 82 | 105
33 | COc1cc2cc3c(nc2cc1OC)CCN3Cc1ccc(NC(=O)Nc2cc(Cl)cc(Cl)c2)cc1 | 81 | 85 | 76 | 81 | 81
35 | COc1ccccc1CNC(=O)CCn1c(=O)[nH]c2ccccc2c1=O | 77 | . | 105 | 95 | 89
43 | COc1cc2cc(Oc3ccc(NC(=O)c4cccc(C(F)(F)F)c4)cc3)c(C)nc2cc1OC | 48 | 26 | . | 29 | 43

No. | NCI-H23 | NCI-H460 | IGROV1 | SK-OV-3
12 | 100 | 100 | 85 | 111
14 | 94 | 93 | 105 | 97
18 | 89 | 48 | 73 | 78
21 | 104 | 103 | 100 | 88
23 | 97 | 111 | 111 | 98
24 | 105 | 94 | 112 | 105
26 | . | 112 | 118 | 109
31 | 99 | 110 | 107 | 105
33 | 98 | 98 | 93 | 81
35 | 98 | 98 | 71 | 100
43 | 27 | 28 | 36 | 23

Random draw from the library (roughly 11% active in at least one column).
